Statin myotox sup = suppressors of statin myotoxicity in C2C12 myotubes, primary screen, cell-based, single point, plate reader | C2C12 myotubes + simvastatin, ATP luminescence, 48 h; scaled: DMSO 0, geranylgeraniol control 100 | rescue of ATP level, % at 7.49 µM | actives 0.78% (n = 330,000);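 active means mean ATP rescue above about 67%, or every replicate alone reaching that limit, limit read from the data, passing the limit was not always enough; inconclusive means no clear call, values can overlap the other calls; inactive means mean under the limit and some replicate under it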;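 further: myotubes were challenged with 10 µM simvastatin during compound exposure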
E-sel inducer = E-selectin induction in HUVECs, primary screen, imaging, HUVEC, immunofluorescence imaging, single point; P16581; normalized: neutral wells 0, TNF-alpha wells 100; actives 0.37% (n = 260,000); activation, % at 7.58 µM;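 active means mean E-selectin-positive cell signal at least 10% of the positive control, reached in at least 60% of replicates, without over 20% cell loss; inconclusive means no rule given, readout overlaps actives, possibly toxicity-flagged; inactive means the rest, including those meeting only one limit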;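 further: in these data hits start at about 27%; measured in HUVEC primary endothelial cells; signal is the percent of cells scored E-selectin positive by PE staining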
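Assay system: HUVEC primary endothelial cells. Input: 3,000 HUVEC seeded per well. Doses: one compound dose added by pin transfer. Read-out basis: % PE-positive cells. Benchmarks: TNF-alpha high, DMSO low. Detection: immunofluorescence imaging. Buffer or medium: EGM-2, gelatin.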
SIRT5 block = SIRT5 desuccinylase inhibitors, primary screen, biochemical, fluorescence imaging, single point, set 5; NAD-dependent protein deacylase sirtuin-5, mitochondrial (Homo sapiens), Q9NXA8; Purified SirT5, succinyl-peptide AMC, trypsin-coupled fluorescence; inhibition, % at 15 µM; actives 1.1% (n = 330,000); in the data active means inhibition above about 15%; inconclusive means no clear call, values can overlap the other calls
Target sequence (Q9NXA8 whole entry, looked up): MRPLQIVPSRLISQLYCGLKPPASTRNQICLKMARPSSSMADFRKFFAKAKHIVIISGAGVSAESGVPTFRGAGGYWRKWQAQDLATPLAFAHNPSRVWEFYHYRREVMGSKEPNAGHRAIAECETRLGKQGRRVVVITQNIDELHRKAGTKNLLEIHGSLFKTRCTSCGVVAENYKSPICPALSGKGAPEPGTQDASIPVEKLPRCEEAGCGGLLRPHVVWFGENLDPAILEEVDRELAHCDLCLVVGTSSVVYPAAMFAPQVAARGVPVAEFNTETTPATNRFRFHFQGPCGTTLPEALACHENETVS
S100A4 inh HTS = inhibitors of S100A4-myosin IIA peptide binding, primary screen, biochemical, fluorescence polarization, TAMRA-MyoIIA peptide; actives 0.14% (n = 360,000); inhibition, % at 10.7 µM;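 active means mean inhibition of at least 70% across replicates, with every replicate also reaching that level; inconclusive means mean inhibition reaches 70% but some replicates fall short; inactive means mean inhibition below 70%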
Target sequence (P26447 whole entry, looked up): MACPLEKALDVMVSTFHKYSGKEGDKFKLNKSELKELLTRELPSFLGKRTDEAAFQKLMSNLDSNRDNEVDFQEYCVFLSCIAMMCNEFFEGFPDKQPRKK
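Material: S100A4 monomer (human). Medium: Calcium-containing HEPES buffer, pH 7.2. Probe or stimulus: labelled myosin peptide probe, 5 nM. Compound dosing: one concentration per compound. Timing: polarization read 5 min after assay mix addition, stable 5–60 min. Benchmarks: DMSO as neutral control, TFP as positive control.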
DENV2 CPE = inhibitors of DENV2 cytopathic effect, primary screen, cell-based, plate reader, single concentration | DENV2-infected cells, cytopathic effect rescue | CPE inhibition, % at 9.99 µM | actives 1.7% (n = 350,000) | AID 651640, 2012; in the data active means CPE inhibition above about 20%, passing the limit was not always enough; inconclusive means no clear call, values can overlap the other calls; tested in BHK-21 cells;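 further: 0% = median of neutral control wells and 100% = median of positive control wells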
PglD DTNB = C. jejuni PglD acetyltransferase inhibitors, primary screen, biochemical, DTNB colorimetric, single point; actives 0.098% (n = 360,000); AID 602405, 2012; inhibition, % at 12.5 µM; purified PglD enzyme, DTNB colorimetric CoA detection; UDP-N-acetylbacillosamine N-acetyltransferase PglD (Campylobacter jejuni); in the data active means inhibition above about 16%, passing the limit was not always enough; inconclusive means no clear call, values can overlap the other calls; further: strong numbers were not always called active
ERp5 inh = inhibitors of ERp5-driven insulin aggregation, primary screen, biochemical, turbidity, absorbance 650 nm, single point; 90 min; inhibition, % at 9.99 µM; AID 651711, 2012; Protein disulfide-isomerase A6 (Homo sapiens), Q15084; actives 0.05% (n = 350,000);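 active means mean replicate inhibition above about 25%, with every replicate also reaching it, limit read from the data, passing the limit was not always enough; inconclusive means only one of those two criteria met; inactive means neither criterion met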
Target sequence (Q15084 whole entry, looked up): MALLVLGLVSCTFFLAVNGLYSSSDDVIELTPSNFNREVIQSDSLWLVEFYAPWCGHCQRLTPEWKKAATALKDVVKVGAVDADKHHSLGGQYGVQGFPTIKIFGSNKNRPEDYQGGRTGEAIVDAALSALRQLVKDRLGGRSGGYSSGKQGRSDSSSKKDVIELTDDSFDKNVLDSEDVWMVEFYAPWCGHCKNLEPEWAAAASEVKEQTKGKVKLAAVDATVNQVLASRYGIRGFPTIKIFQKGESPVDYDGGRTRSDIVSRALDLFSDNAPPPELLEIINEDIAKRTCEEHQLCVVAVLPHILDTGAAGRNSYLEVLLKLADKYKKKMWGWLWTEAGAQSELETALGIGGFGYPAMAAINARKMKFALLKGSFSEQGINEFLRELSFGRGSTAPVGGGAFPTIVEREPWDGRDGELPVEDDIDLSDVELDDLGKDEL
Starred values were filed as active, the others as inactive; ? = inconclusive; . = not tested or not shown.

SMILES | Statin myotox sup | E-sel inducer | SIRT5 block | S100A4 inh HTS | DENV2 CPE | PglD DTNB | ERp5 inh
CCOc1ccc(-n2c(-c3ccccc3)nnc2-c2ccccc2)cc1 | . | . | -1 | -1 | . | 0 | 0
C/C=C/c1ccc2c(c1)O[C@H](CN(C)C(=O)CC1CC1)[C@H](C)CN([C@H](C)CO)S2(=O)=O | -2 | -0.4 | -1 | 3 | 0 | 0 | 4
Cc1cccc(NC(=O)C(C)OC(=O)CNC(=O)C2CCCCC2)c1 (stereo not given) | -2 | -0.3 | -2 | -6 | 4 | -1 | -9
Cc1cc(=O)[nH]c2c1c(C)nn2-c1ccccc1 | 2 | -0.3 | . | . | . | 0 | .
COc1ccc(Cl)cc1NC(=S)NCCC(c1ccccc1)c1ccccc1 | . | 0.3 | -3 | -2 | -1 | -2 | 0
C[C@@H]1CN([C@@H](C)CO)C(=O)c2cc(C3=CCCCC3)cnc2O[C@@H]1CN(C)C(=O)c1ccccn1 | 23 | 0.1 | 5 | -3 | -5 | 2 | 1
CCOc1ccc(C2C(C(=O)c3ccco3)=C(O)C(=O)N2CCCn2ccnc2)cc1OC (stereo not given) | 0 | . | 0 | -5 | 0 | 0 | -10
CC[C@]12c3[nH]c4cc(-c5ccco5)ccc4c3CCN1C(=O)[C@@H](CC(=O)NCCc1ccccn1)C[C@@H]2C(=O)N1CCN(C(=O)C2CC2)CC1 | -9 | -1.9 | -5 | -13 | ? | 11 | 6
CCCCc1nnc(NC(=O)C(=O)OCC)s1 | 7 | -0.9 | -4 | -1 | -2 | -3 | 2
CCC(=O)Nc1cc2c3c(c1)CCC(=O)N3CCC2 | 3 | 0.0 | -3 | -3 | ? | 0 | 6
CCN(CC)c1ccc(/C=C2/SC(=O)N(C(C)C)C2=O)o1 | . | 1.0 | 2 | -4 | -4 | . | 4
CCOC(=O)C1(Cc2cccc(F)c2)CCN(CC2CC2)CC1 | 2 | . | -2 | -4 | -3 | -2 | 8
COC(=O)[C@]1(C)N[C@H](c2ccc(-c3ccc(Cl)c(Cl)c3)c(OC)c2)[C@@H]2C(=O)N(C)C(=O)[C@@H]21 | -25 | -0.2 | . | -1 | 5 | 5 | 5
COc1ccc(S(=O)(=O)N2CCOC2CNC(=O)C(=O)NCCc2c[nH]c3ccccc23)cc1 (stereo not given) | 18 | . | 5 | 1 | -2 | -2 | 3
Cc1noc(C)c1NC(=O)Nc1ccc2c(c1)C(=O)N([C@@H](C)CO)C[C@@H](C)[C@H](CN(C)S(=O)(=O)c1ccc(Cl)cc1)OCCCC[C@@H](C)O2 | . | -0.1 | 8 | -2 | 3 | 0 | 3

Whole records, quoted from the list. Order of screens: Statin myotox sup	E-sel inducer	SIRT5 block	S100A4 inh HTS	DENV2 CPE	PglD DTNB	ERp5 inh
COc1ccc(S(=O)(=O)N2CCOC2CNC(=O)C(=O)NCCc2c[nH]c3ccccc23)cc1 (stereo not given) as listed: 18	.	5	1	-2	-2	3
Cc1cc(=O)[nH]c2c1c(C)nn2-c1ccccc1 as listed: 2	-0.3	.	.	.	0	.
COc1ccc(Cl)cc1NC(=S)NCCC(c1ccccc1)c1ccccc1 as listed: .	0.3	-3	-2	-1	-2	0
CCOc1ccc(-n2c(-c3ccccc3)nnc2-c2ccccc2)cc1 as listed: .	.	-1	-1	.	0	0
Cc1noc(C)c1NC(=O)Nc1ccc2c(c1)C(=O)N([C@@H](C)CO)C[C@@H](C)[C@H](CN(C)S(=O)(=O)c1ccc(Cl)cc1)OCCCC[C@@H](C)O2 as listed: .	-0.1	8	-2	3	0	3

Following part.
SMILES | Statin myotox sup | E-sel inducer | SIRT5 block | S100A4 inh HTS | DENV2 CPE | PglD DTNB | ERp5 inh
O=C(Cn1c(NCCO)nc2ccccc21)c1ccc(F)cc1 | 2 | 0.0 | -1 | -13 | -4 | 0 | -3
CO[C@@H]1CN(C)C(=O)c2ccc(NS(=O)(=O)c3ccccc3)cc2OC[C@@H](C)N(C)C[C@H]1C | -6 | -0.1 | 6 | -6 | 4 | 1 | -4
CN1OC[C@@H]2CN(Cc3ccccc3)[C@H](c3cccc(N4CCOCC4)c3)C[C@@H]21 | 10 | -0.1 | -4 | 0 | 10 | 2 | 1
O=CN/C=C/c1cc(O)ccc1O | 10 | . | . | -7 | 19 | -3 | 1
Cn1c(SCC(N)=O)nnc1-c1cnccn1 | . | 5.8 | -2 | 3 | 0 | . | 4
Cc1ccc(C(=O)Nc2ccccc2C(=O)O)cc1S(=O)(=O)NCc1ccccc1 | . | -1.1 | 3 | -2 | 8 | . | -1
CCOC(=O)C1CCN(C(=O)CCc2nnc3ccc(N4CCN(C)CC4)nn23)CC1 | 1 | . | -1 | 1 | -4 | 9 | -3
CC(=O)c1cccc(NC(=O)C2C3C=CC(C3=C(c3ccccc3)c3ccccc3)C2C(=O)O)c1 (stereo not given) | . | 1.0 | 2 | 8 | 2 | 1 | -77
CCCNC(=O)C12CCC(C)(C(=O)O1)C2(C)C (stereo not given) | . | . | 0 | 1 | 0 | -2 | -1
COc1ccccc1C(=O)OCC#CCSc1nnc(-c2cccc3ccccc23)o1 | 8 | -0.2 | 5 | 2 | 8 | -9 | -6
Cc1ccc(C(=O)N/C(=C\c2ccc(-c3cccc([N+](=O)[O-])c3)o2)C(=O)NCCCN(C)C)cc1 | -20 | -0.1 | 4 | 10 | 9 | 2 | -2
Cc1nc(NCCc2ccccc2)c2nnn(Cc3ccccc3)c2n1 | 0 | 0.2 | 0 | -2 | -3 | -7 | 10
Cc1cccn2c(=O)c3cc(C(=O)NC4CCCCC4)n(C)c3nc12 | -88 | . | 0 | -5 | -2 | 0 | -3
COc1ccc2c3c(n(C)c2c1)[C@H](CO)N(Cc1ccccc1Cl)CC31CN(C(=O)CC2CC2)C1 | . | 0.2 | 10 | 3 | -2 | . | -6
CCCC#Cc1ccc2c(c1)O[C@H](CN(C)C(=O)c1ccccn1)[C@@H](C)CN([C@@H](C)CO)S2(=O)=O | -5 | -0.2 | -2 | 14 | -8 | 7 | -11
COc1ccc(OCC(=O)NNC(=S)NC(=O)C2CC2)cc1 | 2 | -0.1 | 0 | -5 | 0 | -1 | 0
Cc1ccc2c(C(=O)CCl)c(C)[nH]c2c1 | 12 | . | -2 | -17 | 1 | -2 | 2
CCC(=O)Nc1ccc2c(c1)C(=O)N(C)C[C@@H](OC)[C@H](C)CN(Cc1ccccc1F)[C@@H](C)CO2 | 6 | -0.4 | 6 | 9 | -5 | 2 | 8
C=CCN=C1CCCc2c1[nH]c1ccc(C)cc21 | 5 | -0.1 | 2 | 0 | -4 | -7 | 6
O=C(CCC(=O)NNc1nc2ccccc2c2nc(-c3ccccc3)nn12)NCCCN1CCOCC1 | . | . | -2 | 2 | 3 | . | 2
CC(C)OC(=O)C1C2C=CC3(CN(CC4CCCO4)C(=O)C13)O2 (stereo not given) | 0 | . | . | 10 | . | -2 | .
COC(=O)c1ccc2nc(-c3ccc(OC)c(OC)c3)c(CC3CCCCC3)n2c1 | -6 | 0.5 | . | -1 | -4 | 0 | -2
CC1CN(S(=O)(=O)c2csc(C(=O)Nc3ccccc3)c2)CC(C)O1 (stereo not given) | -6 | -0.1 | 0 | 12 | 12 | 1 | 1
O=C(NCC[C@H]1CC[C@@H](NC(=O)c2ccc3c(c2)OCO3)[C@H](CO)O1)Nc1cc(F)ccc1F | 14 | -0.3 | 14 | 11 | 4 | 1 | 5
COc1cccc(C(NC(C)=O)c2nc(-c3ccoc3)cs2)c1 (stereo not given) | 13 | -2.4 | 1 | 0 | -10 | 1 | -3
CCOc1ccccc1N1CCN(C(=O)CCCN2C(=O)c3cccc4cccc(c34)C2=O)CC1 | . | -3.0 | 1 | 1 | -2 | . | 10
COc1ccc2c3c(n(C)c2c1)[C@@H](CO)N(C(=O)C1CCC1)CC31CCN(CC2CCCC2)CC1 | . | 0.1 | . | 3 | 0 | . | -1
CC(=O)Nc1ccc2[nH]ccc2c1 | -6 | 0.1 | . | 16 | 10 | 2 | 1
Cc1ccc(S(=O)(=O)c2cc3c(=O)n4ccccc4nc3n(CCc3ccccc3)c2=N)cc1 | -9 | . | 2 | -3 | -6 | 5 | 0
COc1ccc(C2OC(CCc3ccccc3)Cc3[nH]c(=S)[nH]c(=O)c32)cc1 (stereo not given) | . | -0.2 | -1 | 1 | -11 | . | 3

Sorted by the number under PglD DTNB (descending): three from the list above.
structure	PglD DTNB
Cc1ccc(S(=O)(=O)c2cc3c(=O)n4ccccc4nc3n(CCc3ccccc3)c2=N)cc1	5
O=C(NCC[C@H]1CC[C@@H](NC(=O)c2ccc3c(c2)OCO3)[C@H](CO)O1)Nc1cc(F)ccc1F	1
COc1ccc(OCC(=O)NNC(=S)NC(=O)C2CC2)cc1	-1

More compounds follow:
SMILES | Statin myotox sup | E-sel inducer | SIRT5 block | S100A4 inh HTS | DENV2 CPE | PglD DTNB | ERp5 inh
CCc1cccc(NC(=O)CCCn2nc(CC)n3c(cc4occc43)c2=O)c1 | -1 | . | 0 | -5 | 3 | 4 | 4
Cn1cnc(S(=O)(=O)N2CC[C@H]3[C@H](CO)Nc4ccc(-c5ccc(F)cc5)cc4[C@H]32)c1 | -9 | -0.5 | -4 | 20 | 10 | -2 | -4
O=C1c2ccccc2C(Nc2ccc(Cl)cn2)N1Cc1ccccc1 (stereo not given) | 20 | -0.1 | 0 | -2 | -5 | 5 | -6
COC(=O)N1CCCCC1c1cc(C(=O)Nc2ccc(OC)cc2C)no1 (stereo not given) | 4 | 0.2 | 0 | 1 | 51* | 2 | 3
CC1(C(=O)NCc2ccccc2)CN(S(C)(=O)=O)CC(=O)N1Cc1ccc2c(c1)OCO2 (stereo not given) | . | -0.3 | -1 | -3 | 1 | . | 11
Oc1ccc(/C=N/NC(=S)N/N=C/c2ccc(O)cc2)cc1 | . | . | 7 | 3 | 14 | -4 | -1
Cc1onc(-c2ccccc2Cl)c1C(=O)N1CCN(C=O)CC1 | -9 | -0.2 | 0 | -7 | 3 | 1 | 3
C#CCN(C[C@@H]1[C@@H](OC(=O)NCc2ccccc2)[C@@H](OC(=O)NCc2ccccc2)CN(C(=O)OC(C)C)N1C(=O)OC(C)C)S(=O)(=O)c1ccc(C)cc1 | -6 | -0.4 | . | 5 | -6 | -1 | -5
CS(=O)(=O)C1=NSC2=NC(=O)/C(=C\c3ccc(OS(=O)(=O)c4ccccc4)cc3)C(=N)N21 | -31 | 1.3 | 17* | 0 | 2 | 1 | -1
CCCCCOC(=O)Cn1c(N2CCOCC2)nc2c1c(=O)[nH]c(=O)n2C | 3 | . | 1 | 1 | . | 4 | -2
CCN1C(=NCCOC)N[C@@H](c2cccs2)C(C(=O)OC)=C1C | -3 | 0.0 | . | -5 | -7 | 3 | -7
CC(C)C[C@@H](NC(=O)C1CCC(CNC(=O)[C@@H]2CCCN2C(=O)OC(C)(C)C)CC1)C(=O)O (stereo not given in full) | -5 | . | 3 | -8 | 5 | -3 | 7
CC1CCN(c2nc3nonc3nc2Nc2ccc(F)cc2)CC1 | 5 | 0.2 | 0 | -2 | -6 | 0 | -1

These rows are one share of the data, so the mix of outcomes need not match the whole.
